LYPLA2 inh = counter-screen for PME1 inhibitors: inhibitors of human LYPLA2; O95372; recombinant LYPLA2, FP-Rh probe fluorescence polarization; inhibition, % at 5.9 µM; actives 0.38% (n = 320,000); AID 2177;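 active = inhibition above the screen-wide mean plus 3 SD, limit set per campaign, cut at about 26% in these data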;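 also: 0% = LYPLA2 with DMSO and 100% = wells lacking LYPLA2 enzyme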
GSTO1 counter = counter-screen for RBBP9 inhibitors: inhibitors of human GSTO1; recombinant GSTO1, activity-based probe fluorescence polarization; inhibition, % at 5.96 µM; actives 1.1% (n = 300,000); P78417;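 active = inhibition above the campaign mean inhibition plus 3 SD, cut at about 35% in these data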;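 also: 0% = GSTO1-1 with DMSO and 100% = wells lacking GSTO1-1 enzyme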
PAFAH1B2 inh = inhibitors of human PAFAH1B2; actives 1.2% (n = 340,000); recombinant PAFAH1B2, FP-rhodamine activity probe, fluorescence polarization; inhibition, % at 3.39 µM;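 active = inhibition above the mean of all tested compounds plus 3 SD, cut at about 24% in these data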;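 also: 0% = enzyme with DMSO and 100% = wells lacking PAFAH1B2; many of its hits are not listed in these tables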
pPAFAH FP inh = pPAFAH (human) enzyme inhibition; Q13093; recombinant pPAFAH, FP-rhodamine probe fluorescence polarization; inhibition, % at 3.39 µM; actives 1.5% (n = 330,000);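 active = inhibition above the mean inhibition across the screen plus 3 SD, cut at about 25% in these data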;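 also: inhibitors block binding of the rhodamine activity-based probe so polarization drops; 0% = enzyme with DMSO and 100% = wells lacking pPAFAH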
LYPLA1 counter = LYPLA1 (human) inhibition in PME1 counter-screen; inhibition, % at 5.9 µM; actives 0.16% (n = 320,000); AID 2174; recombinant LYPLA1, FP-Rh probe fluorescence polarization;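 active = inhibition above the mean of all tested compounds plus 3 SD, set per campaign, cut at about 14% in these data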;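 also: inhibitors block serine hydrolase probe labeling of LYPLA1 so polarization falls; 0% = enzyme with DMSO and 100% = wells lacking LYPLA1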
PAD4 inh = PAD4 (human) enzyme inhibition. recombinant PAD4, RCA probe fluorescence polarization. inhibition, % at 6.36 µM. actives 0.41% (n = 330,000). Q9UM07;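 active = percent inhibition above a cutoff equal to the mean of all tested compounds plus 3 SD, cut at about 15% in these data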;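 also: 0% = PAD4 with RCA probe and DMSO and 100% = probe without PAD4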
PME-1 inh = blocks human protein phosphatase methylesterase 1 | Q9Y570 | recombinant PME-1, FP-Rh probe fluorescence polarization | inhibition, % at 5.9 µM | actives 0.53% (n = 320,000) | AID 2130;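 active = inhibition above the campaign mean of all compounds plus 3 SD, cut at about 26% in these data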;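 also: competitive labeling of PME-1 active site by serine hydrolase directed probe; 0% = PME-1 with DMSO and 100% = wells lacking PME-1 enzyme; inhibitors block probe labeling so polarization falls and inhibition rises; many of its hits are not listed in these tables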
Target sequence (Q9Y570 whole entry, looked up): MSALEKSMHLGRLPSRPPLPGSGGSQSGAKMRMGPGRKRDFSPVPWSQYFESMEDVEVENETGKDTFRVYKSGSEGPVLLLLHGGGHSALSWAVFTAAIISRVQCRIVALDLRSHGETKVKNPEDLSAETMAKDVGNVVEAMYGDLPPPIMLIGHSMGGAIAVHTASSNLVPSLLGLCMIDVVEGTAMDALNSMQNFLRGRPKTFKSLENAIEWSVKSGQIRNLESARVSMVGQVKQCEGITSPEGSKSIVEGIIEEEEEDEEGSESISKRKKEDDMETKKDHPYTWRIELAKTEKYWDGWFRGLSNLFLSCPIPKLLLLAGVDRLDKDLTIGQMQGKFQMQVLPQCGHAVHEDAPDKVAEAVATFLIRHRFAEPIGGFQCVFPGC
PREPL inh = inhibits the human prolyl oligopeptidase-like enzyme; inhibition, % at 5.96 µM; recombinant PREPL, fluorescence polarization activity-based probe; actives 0.68% (n = 320,000); in the data active = inhibition above about 43%;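 also: 0% = enzyme with DMSO and 100% = wells lacking enzyme; many of its hits are not listed in these tables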
Target sequence (Q4J6C6 whole entry, looked up): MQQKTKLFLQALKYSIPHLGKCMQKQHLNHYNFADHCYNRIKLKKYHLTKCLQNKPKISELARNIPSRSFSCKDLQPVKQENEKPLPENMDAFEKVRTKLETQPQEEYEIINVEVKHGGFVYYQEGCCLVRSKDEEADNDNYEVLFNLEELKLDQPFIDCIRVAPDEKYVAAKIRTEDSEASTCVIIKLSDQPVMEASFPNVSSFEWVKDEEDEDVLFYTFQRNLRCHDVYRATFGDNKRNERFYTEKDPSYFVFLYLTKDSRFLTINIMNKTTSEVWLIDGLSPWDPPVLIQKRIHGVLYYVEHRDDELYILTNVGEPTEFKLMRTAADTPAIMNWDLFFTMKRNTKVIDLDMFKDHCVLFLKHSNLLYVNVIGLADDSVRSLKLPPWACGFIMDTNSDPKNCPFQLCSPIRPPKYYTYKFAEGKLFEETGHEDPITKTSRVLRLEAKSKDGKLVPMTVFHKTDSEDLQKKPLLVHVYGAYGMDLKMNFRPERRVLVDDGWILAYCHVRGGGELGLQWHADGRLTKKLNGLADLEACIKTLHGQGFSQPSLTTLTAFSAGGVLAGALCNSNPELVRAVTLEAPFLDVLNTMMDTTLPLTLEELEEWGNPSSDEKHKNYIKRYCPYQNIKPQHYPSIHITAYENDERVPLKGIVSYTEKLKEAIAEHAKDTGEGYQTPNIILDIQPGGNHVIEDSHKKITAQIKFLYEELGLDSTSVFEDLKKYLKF
PAFAH1B3 FP inh = blocks human PAF acetylhydrolase 1B catalytic subunit 3. Q15102. recombinant PAFAH1B3, FP-rhodamine probe, fluorescence polarization. inhibition, % at 3.39 µM. actives 0.28% (n = 340,000);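 active = inhibition above the screen-wide average of all tested compounds plus 3 SD, cut at about 25% in these data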;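 also: 0% = enzyme with DMSO only and 100% = wells lacking PAFAH1B3 protein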
Numbers without * were called inactive; . = not tested or not shown. These rows are one share of the data (hit frequency here may not be typical).

SMILES	LYPLA2 inh	GSTO1 counter	PAFAH1B2 inh	pPAFAH FP inh	LYPLA1 counter	PAD4 inh	PME-1 inh	PREPL inh	PAFAH1B3 FP inh
COC(=O)C1CCN(CC(=O)NC(=O)NC2CCCCC2)CC1	1	3	-2	3	-2	-1	-2	6	13
O=C(c1ccccc1)c1ccc(Oc2ncccn2)cc1	0	-2	-1	1	0	-4	-4	8	3
Cn1c(SCc2cc(=O)n3cc(Br)ccc3n2)nnc1C1COc2ccccc2O1 (configuration not stated)	5	-2	0	8	-1	-1	3	31	5
COc1ccc(-c2nc(C(N)=O)c3[nH]c(=O)n(-c4ccccc4OC)c3n2)c(OC)c1	0	3	-3	4	0	-4	-1	0	8
COc1ccc(-c2c(C)[nH]n3c(=O)c(Cc4ccccc4)c(C)nc23)cc1	4	-8	6	3	3	1	-4	-3	4
COc1cc(-c2noc(C)c2C#CC2(O)CCCCC2)cc(OC)c1OC	-2	-2	-3	3	-1	-8	3	-12	8
COCCN(Cc1nc2ccccc2c(=O)[nH]1)C(=O)c1cccc(S(=O)(=O)N2CCCC2)c1	-3	.	-1	-2	-19	1	4	5	1
Cc1ccc(C(=O)O)cc1NC(=O)c1ccc(Cn2nc(C)c(Cl)c2C)o1	-1	5	-6	1	-2	-3	-3	-2	11
CC(=O)c1ccc2c3c(ccc(O)c13)CC2	-3	5	-1	-3	2	2	-2	22	5
O=C(CSc1nccn1Cc1ccco1)Nc1ccc(F)cc1	2	2	-1	-2	-1	-5	2	3	8
O=C1NCCN(Cc2ccc(Cl)c(F)c2)C1CC(=O)N1CCCCO1 (configuration not stated)	4	1	2	5	3	6	3	16	4
CCCCSc1nc(C(=O)O)cc(=O)[nH]1	0	1	-1	2	-2	-5	-5	-4	7
Cc1ccccc1NC(=O)CN(C)S(=O)(=O)c1cccs1	1	-3	3	4	-1	3	0	-2	4
CC(=O)C[C@@H](O)CC(=O)[C@@H]1OC(=O)CC/C=C\Cc2ccccc21	-2	.	2	-4	4	-3	-1	10	-1
Cc1c(C)n(CC(O)CN2CCOCC2)c2ccccc12 (configuration not stated)	7	1	4	-1	1	2	0	4	0
COc1ccc(NC(=O)CCc2nc(-c3ccccc3F)no2)cc1	2	4	-2	4	1	-4	-5	3	0
O=C(CSc1nnc(COc2ccccc2)o1)c1ccccc1	11	11	-2	1	-5	0	5	-8	6
S=c1[nH]c2ccccc2n1CCOc1ccccc1	-3	5	5	1	-3	0	-3	8	2
CCc1c(O)nc(SCC(=O)Nc2ccc(OC)cc2)n(C2CCCCC2)c1=O	-4	16	7	3	-2	4	1	-2	11
O=C(NCCc1ccccc1)C1COc2ccccc2O1 (configuration not stated)	-9	0	10	-2	-3	5	12	-4	2
COc1ccc(C(C)=O)cc1COC(=O)CCCN1C(=O)c2ccccc2C1=O	-1	2	3	1	-1	-7	-6	0	5
O=C(NNC(=O)c1ccccc1-n1cccc1)c1ccc(Cl)cc1	-5	-2	4	1	-2	0	5	-7	0
Cc1cc(C)nc(NS(=O)(=O)c2ccc(NC(=O)C3COc4ccccc4O3)cc2)n1 (configuration not stated)	0	-4	.	4	-1	-3	-3	-6	.
O=C(c1ccc2nc[nH]c2c1)N1CCc2ccccc2C1	1	10	6	1	0	-7	-5	16	2
O=S1(=O)C=C(SCc2ccccc2)Nc2ccccc21	2	-3	4	-4	-4	-2	-4	4	6

An excerpt of these results, field by field:
> O=C(c1ccc2nc[nH]c2c1)N1CCc2ccccc2C1
- LYPLA2 inh = 1
- GSTO1 counter = 10
- PAFAH1B2 inh = 6
- pPAFAH FP inh = 1
- LYPLA1 counter = 0
- PAD4 inh = -7
- PME-1 inh = -5
- PREPL inh = 16
- PAFAH1B3 FP inh = 2

> O=S1(=O)C=C(SCc2ccccc2)Nc2ccccc21
- LYPLA2 inh = 2
- GSTO1 counter = -3
- PAFAH1B2 inh = 4
- pPAFAH FP inh = -4
- LYPLA1 counter = -4
- PAD4 inh = -2
- PME-1 inh = -4
- PREPL inh = 4
- PAFAH1B3 FP inh = 6

(more compounds)
SMILES	LYPLA2 inh	GSTO1 counter	PAFAH1B2 inh	pPAFAH FP inh	LYPLA1 counter	PAD4 inh	PME-1 inh	PREPL inh	PAFAH1B3 FP inh
CC(=O)c1c(C)[nH]c(C(=O)CSc2nnc(C3CCCCC3)n2N)c1C	-7	2	-5	8	-1	-1	-2	7	5
CSc1ncccc1C(=O)OCC(=O)Nc1ccc(C)c(S(=O)(=O)N2CCOCC2)c1	.	.	3	6	.	1	.	14	1
COC(=O)c1cccc(NC(=O)C2COc3ccccc3O2)c1 (configuration not stated)	2	1	-3	1	2	-3	0	-5	8
Cc1nn(Cc2ccccc2Cl)c2sc(C(=O)Nc3nccs3)cc12	-13	-2	-3	1	-14	-9	-3	-32	7
CC(=O)Nc1c2c(nn1-c1cccc(Cl)c1)CS(=O)C2 (configuration not stated)	6	2	2	5	1	-1	-7	1	0
COC(=O)c1oc2c(c1C)C1(CCC2)SCCS1	7	-2	1	9	-1	-1	0	-13	4
CCCCOc1ccc(C(C)NC(=O)CCS(=O)(=O)Cc2ccc(C)cc2)cc1 (configuration not stated)	5	-7	7	13	-1	-2	4	-3	2
Nc1cc(=O)[nH]c(SCC(=O)Nc2nc3ccc([N+](=O)[O-])cc3s2)n1	1	13	.	4	1	3	1	17	.
O=C(CSc1nc2ccccc2c(=O)[nH]1)N1CCCCCC1	6	-8	10	0	3	2	4	9	2
O=C(Nc1ccccc1N1CCOCC1)c1cccnc1	6	0	6	5	1	1	-3	-5	5
NS(=O)(=O)c1ccc(NC(=O)c2ccc(CSc3ccccc3)o2)cc1	-1	-1	1	4	-2	-1	-3	4	6
COc1cc(NC(=O)C2CC(=O)NC3=C2C(=O)CC(C)(C)C3)c(OC)cc1Cl (configuration not stated)	7	7	4	-1	4	6	0	11	-7
CC(C)c1onc(C(=O)N2CCC(C(N)=O)CC2)c1[N+](=O)[O-]	-4	9	3	4	-3	0	5	7	-3
O=C(COc1cccc2cccnc12)N/N=C/c1ccccc1O	3	-1	4	-3	4	0	-6	20	0
CS(=O)(=O)ON=C1CCN(S(=O)(=O)c2ccccc2)CC1	-3	-6	6	-1	0	-5	-3	-1	9
O=C(NCC(=O)N1CCOCC1)c1ccc(Cl)cc1	-1	-1	-2	4	-1	-2	-7	5	-1
CN1CCN(S(=O)(=O)c2cc([N+](=O)[O-])ccc2Cl)CC1	4	4	1	1	-1	2	-3	0	5
Cc1[nH]nc(SCC(=O)N2CCC(C)CC2)c1[N+](=O)[O-]	-1	1	-1	8	-4	-1	1	5	7
COc1cc(NC(=O)c2cc([N+](=O)[O-])ccc2N2CCOCC2)ccc1NC(=O)c1ccco1	4	-3	2	-2	5	-10	4	5	7
CC1CN(C(=O)c2cc(S(=O)(=O)N3CCCC3)c(Cl)cc2Cl)CC(C)O1 (configuration not stated)	6	1	-3	-5	0	2	-2	-9	5
CN1CCC(=NNC(=O)c2ccc(N(Cc3ccccc3Cl)S(C)(=O)=O)cc2)CC1	-9	0	2	-6	-9	-9	-7	2	-2
CCC1(CC)C(=O)NC(=O)NC1=NCCc1ccc(O)cc1	1	4	-1	-1	-7	4	-3	-2	-1
CCCCc1nnc(NC(=O)Cn2cnc3ccccc3c2=O)s1	1	11	4	2	-2	-5	-2	3	2
Cc1ccc(CCNC(=O)C2CCN(S(=O)(=O)N3CCC4(CC3)OCCO4)CC2)cc1	-2	-5	11	7	-5	3	-3	-3	1
CC1(NC(=O)c2cc(-c3cccs3)nn2-c2ccccc2)CCS(=O)(=O)C1 (configuration not stated)	-1	-5	0	2	4	0	1	-2	2
Next section
SMILES	LYPLA2 inh	GSTO1 counter	PAFAH1B2 inh	pPAFAH FP inh	LYPLA1 counter	PAD4 inh	PME-1 inh	PREPL inh	PAFAH1B3 FP inh
CCOC(=O)N1CCN(C(=O)CSc2nc3c(cnn3-c3ccccc3)c(=O)[nH]2)CC1	10	3	2	2	-2	0	9	11	-1
O=C1C=C(c2ccoc2)N2CCC[C@H]2C1	.	.	3	2	.	2	.	18	23
Cc1ccnn1C(C)C(=O)O (configuration not stated)	-2	-11	-3	4	-3	-6	0	26	-2
Cc1ccc(NCCC(=O)c2ccc(Br)cc2)cc1	0	1	3	-2	1	-2	3	4	1
CC[N+](C)(C)c1cccc(O)c1	-1	2	-4	3	1	1	-5	-3	1
O=C(Nc1ccccc1)c1nc[nH]c1C(=O)NCCCCCCNC(=O)c1[nH]cnc1C(=O)Nc1ccccc1	.	.	1	0	.	-5	.	-16	-22
Cn1c(=O)[nH]c(=O)c2c1nc(Br)n2CCSc1nnnn1-c1ccccc1	5	5	2	3	0	3	-2	7	3
COc1ccccc1C(O)(c1ccccc1)C(CN1CCOCC1)c1ccccc1 (configuration not stated)	-7	5	-1	0	-6	2	1	-1	3
COc1ccc(NC(=O)C2C(=O)N(CCO)C3(C)CC2c2ccccc2O3)cc1 (configuration not stated)	6	2	3	3	1	3	-1	-1	0
Cc1cccc(NCC(=O)c2c(N)n(C)c(=O)n(C)c2=O)c1C	2	8	0	0	-1	-5	1	8	7
CC(C)CNC(=S)NNC(=O)CC(C)O (configuration not stated)	-5	9	-3	1	2	-2	5	3	-2
N#CCSc1nc2scc(-c3cccs3)c2c(=O)n1CCc1ccccc1	11	0	-4	-1	0	-5	-3	-5	-15
CC1C(=NO)C(C)C(c2ccc(N(C)C)cc2)NC1c1ccc(N(C)C)cc1 (configuration not stated)	3	-3	-3	11	2	3	0	8	10
Cc1ccc2oc(=O)c3cc(C(=O)NCCCN4C(C)CCCC4C)sc3c2c1 (configuration not stated)	-1	-2	1	-3	-1	-4	-4	11	-10
CS(=O)(=O)C1=NSC2=NC(=O)/C(=C\c3ccc(OC(=O)c4ccco4)cc3)C(=N)N21	-3	10	.	6	-1	0	1	27	.
COc1ccc2[nH]c(=O)c(-c3noc(-c4ccccc4)n3)cc2c1	0	-10	4	14	-1	-5	49*	-15	4
COc1ccc(/C=C(\C#N)C(=O)NCc2cccnc2)cc1OC	2	0	3	-3	1	3	-1	11	7
O=C(O)C1C2C=CC(C2)C1C(=O)N1CCOCC1 (configuration not stated)	-6	-4	2	5	0	-1	6	-8	0
O=C1CSC(c2ccccc2)N1c1ccc([N+](=O)[O-])cc1 (configuration not stated)	8	1	7	-2	-3	0	1	1	10
CCOC(=O)N1CCN(C(=O)c2ccc3c(SCC(=O)O)c4c(nc3c2)CCC4)CC1	5	-4	4	-1	2	-3	-3	10	6
NC(=O)c1ncn([C@@H]2O[C@H](CO)[C@@H](O)[C@H]2O)c1O	-4	5	1	-5	-1	-2	-3	0	5
C/C(CC(=O)NCCCN1CCOCC1)=N\NC(=O)COc1ccc(Cl)cc1	5	8	5	1	2	0	-3	-4	4
CC1C=CCC2C(=O)N(c3ccccc3OC(=O)c3cccs3)C(=O)C12 (configuration not stated)	1	12	4	-2	-7	5	-8	12	-1
Cc1cccc[n+]1CC(=O)Nc1ccc([N+](=O)[O-])cc1	1	0	4	-1	4	-7	0	6	3
O=C(CCn1c(=O)c2ccccc2n(CC(=O)NC2CCCC2)c1=O)NCc1ccco1	3	5	8	3	1	-4	0	16	14
CCC(c1nnnn1CCc1ccccc1)N1CCN(c2ccc(OC)cc2)CC1 (configuration not stated)	5	-5	6	1	2	-3	2	-33	5
Cc1ccc(-c2csc3nc4c5ccccc5c(NCCCN5CCOCC5)nn4c(=O)c23)cc1	-2	-3	.	-3	-4	1	6	-30	.
